Screening results from PubChem BioAssay.
mIDH1 inhibitor – blocks human mutant IDH1 R132H enzyme. O75874. Potency, µM (titrated, usually from 76.6 µM), for the others: top-dose activity change, negative = inhibition, actives largely listed as inhibitors. IDH1-R132H enzyme, NADPH consumption, diaphorase/resazurin fluorescence. hit rate 0.093% among 390,000; also: potency is read from the fitted curve at half-maximal effect; nearly all actives have a fitted effect of over 65% in size
Target sequence (O75874 whole entry R132H, stated change not applied): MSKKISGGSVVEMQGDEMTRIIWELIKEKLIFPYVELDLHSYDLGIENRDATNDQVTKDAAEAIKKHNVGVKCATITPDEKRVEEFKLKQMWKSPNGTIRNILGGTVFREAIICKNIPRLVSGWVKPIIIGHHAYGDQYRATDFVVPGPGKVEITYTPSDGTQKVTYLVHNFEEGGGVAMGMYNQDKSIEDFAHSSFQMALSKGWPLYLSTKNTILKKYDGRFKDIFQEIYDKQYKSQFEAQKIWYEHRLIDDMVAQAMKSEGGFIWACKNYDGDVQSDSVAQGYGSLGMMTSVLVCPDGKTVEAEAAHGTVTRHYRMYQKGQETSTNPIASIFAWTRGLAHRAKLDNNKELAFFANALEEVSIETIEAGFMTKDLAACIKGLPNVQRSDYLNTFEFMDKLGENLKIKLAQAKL
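IDH1-R132H (0.5 ug/mL dispensed) in pH 7.5 Tris buffer was preincubated 30 min with compound, then given a substrate mix of 0.016 mM NADPH and 2 mM alpha-KG for 80 min at room temperature; remaining NADPH was read by diaphorase/resazurin fluorescence.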
PI4K2A inh – PI4K2A (human) kinase inhibition; purified PI4K2A, ADP-Glo luminescence, 1 h; stronger effect = lower value; activity change, negative = inhibition, % at 76.9 µM; hit rate 0.13% among 420,000; in the data active = activity change below about -50%; inconclusive = mostly about -30% to -49%;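 also: -100% = wells without enzyme as full effect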
Target sequence (Q9BTU6 whole entry, looked up): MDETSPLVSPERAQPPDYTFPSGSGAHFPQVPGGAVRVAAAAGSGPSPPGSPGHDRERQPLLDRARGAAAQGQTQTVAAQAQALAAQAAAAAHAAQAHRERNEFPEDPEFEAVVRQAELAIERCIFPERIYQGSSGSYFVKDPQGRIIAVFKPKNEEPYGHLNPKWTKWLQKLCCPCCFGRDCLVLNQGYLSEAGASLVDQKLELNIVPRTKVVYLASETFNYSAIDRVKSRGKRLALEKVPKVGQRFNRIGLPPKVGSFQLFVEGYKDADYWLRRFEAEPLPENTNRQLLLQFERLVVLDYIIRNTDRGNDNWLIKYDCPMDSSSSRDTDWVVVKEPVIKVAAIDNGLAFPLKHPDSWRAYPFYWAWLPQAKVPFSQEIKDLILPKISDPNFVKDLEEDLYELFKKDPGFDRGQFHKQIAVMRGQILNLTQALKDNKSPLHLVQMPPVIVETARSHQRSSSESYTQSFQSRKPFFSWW
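In this quantitative HTS, ADP production by PI4K2A was quantified luminescently after 1 h at ambient temperature; 100 microM adenosine served as plate-quality control.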
USP1-UAF1 inh – inhibitors of human USP1/UAF1 deubiquitinase | O94782 | recombinant USP1/UAF1, Ub-Rhodamine cleavage fluorescence | Potency, µM (titrated, usually from 57.1 µM), for inactives: at the top dose activity change, negative = inhibition, usual class: inhibitors | hit rate 0.23% among 390,000 | AID 743255; also: potency is read from the fitted curve at half-maximal effect; nearly all actives have a fitted effect of over 60% in size; inactives centre near -12
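USP1/UAF1 complex at 1 nM was preincubated with compound for 15 min at room temperature, then Ub-Rho substrate (150nM final) was added. Fluorescence (480/540 nm) was read kinetically, 6 reads every 60 seconds.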
Numbers without * were called inactive; u = inconclusive. Unless noted, calls follow the shape of the dose curve; as a rule, active = well fitted inhibition curve with a large enough effect; inconclusive = small, poorly fitted or top-dose-only effect; inactive = no such curve, though single readings can be large or run the other way. Unless noted, % is scaled to controls: 0 for no effect and ±100 for the full control effect.

The opening 6 entries as a preview:
mIDH1 inhibitor	PI4K2A inh	SMILES	USP1-UAF1 inh
-3%	1	Clc1nnc(NC2CCCCC2)c(Cl)c1Cl	-27%
1%	7	CCOC(=O)N1CCN(C(=O)c2ccc3oc(CCc4ccccc4)nc3c2)CC1	-16%
10%	0	CC(C)c1ccc(C(=O)OCC(=O)Nc2cccc(S(=O)(=O)NC3=NCCC3)c2)cc1	-20%
5%	-1	CCc1cc(CNC(=O)C2CCC(=O)N(Cc3ccccc3F)C2)on1 (stereo unspecified)	-25%
-5%	-2	COCCN(C(=O)COC(=O)c1ccc(Br)o1)c1c(N)n(Cc2ccccc2)c(=O)[nH]c1=O	0%
5%	5	COc1cccc(NC(=O)CN2CCC(NC(=O)c3ccccc3C)CC2)c1	-14%

The listing (from the top)
mIDH1 inhibitor	PI4K2A inh	SMILES	USP1-UAF1 inh
-3%	1	Clc1nnc(NC2CCCCC2)c(Cl)c1Cl	-27%
1%	7	CCOC(=O)N1CCN(C(=O)c2ccc3oc(CCc4ccccc4)nc3c2)CC1	-16%
10%	0	CC(C)c1ccc(C(=O)OCC(=O)Nc2cccc(S(=O)(=O)NC3=NCCC3)c2)cc1	-20%
5%	-1	CCc1cc(CNC(=O)C2CCC(=O)N(Cc3ccccc3F)C2)on1 (stereo unspecified)	-25%
-5%	-2	COCCN(C(=O)COC(=O)c1ccc(Br)o1)c1c(N)n(Cc2ccccc2)c(=O)[nH]c1=O	0%
5%	5	COc1cccc(NC(=O)CN2CCC(NC(=O)c3ccccc3C)CC2)c1	-14%
-4%	-1	CCOc1ccc(Oc2ccccc2NC(=O)CCc2nc3ccccc3c(=O)[nH]2)cc1	-18%
14%	-4	O=c1cc(CO)[nH]nc1CO	-20%
-3%	2	CC1=C(C(=O)N(C)C)CC(CC(=O)NCCN2CCOCC2)C(=O)N1CCC1=CCCCC1 (stereo unspecified)	-13%
0%	-4	COc1ccc(OCCOC(=O)CNC(=O)c2ccc(F)cc2)cc1	-14%
-5%	4	Cc1cccc(C(=O)NC2CCN(CC(=O)Nc3cccc(Cl)c3)CC2)c1	-13%
3%	-3	CCOC(=O)CCCCCC(=O)Nc1ccc2c(c1)C(=O)N([C@H](C)CO)C[C@H](C)[C@@H](CN(C)S(C)(=O)=O)OCCCC[C@@H](C)O2	-26%
15%	3	O=C(Nc1ccc2c(c1)[C@@H]1C[C@@H](CC(=O)N3CCCCC3)O[C@@H](CO)[C@@H]1O2)NC1CCCCC1	-21%
7%	-4	C[C@@H]1CN([C@H](C)CO)S(=O)(=O)c2ccc(Br)cc2O[C@H]1CN(C)C(=O)Cc1ccccn1	-22%
-12%	8	CC(=O)C1=C(O)C2(C)c3c(O)c(C)c(O)c(C(C)=O)c3OC2CC1=O (stereo unspecified)	-8%
-1%	3	COc1cccc(/C=C/C(=O)OCC(=O)N2c3ccccc3CC2C)c1 (stereo unspecified)	-26%
3%	3	Cc1ccc(OCC(=O)Nc2ccc3c(c2)nc(CCN2CCN(c4ccccn4)CC2)n3C)cc1	-19%
-5%	-2	O=C1OC(c2ccccc2)=CC1=Cc1ccccc1O	-11%
-1%	4	O=C(NCc1nnnn1-c1ccc(Cl)cc1)C(=O)c1c[nH]c2ccccc12	0%
-3%	-10	C[C@H]1CN([C@@H](C)CO)C(=O)CCCn2nncc2CO[C@H]1CN(C)C(=O)Nc1ccc(N2CCCCC2)cc1	5%
14%	-11	CC(C)N(Cc1nnc(-c2ccccc2Cl)o1)C(=O)COc1cccc(Cl)c1	-20%
4%	7	CCCCN1C(=O)C(CC(=O)NCCN2CCOCC2)CC(C(=O)N(C)C)=C1C (stereo unspecified)	8%
3%	8	COc1cc(C(=O)N2CC(=O)Nc3ccccc32)cc(OC)c1OC	-26%
-5%	-2	CC(=O)N(C(C)=O)c1ccc2c(c1)OCCO2	-19%
5%	3	CC(=O)Nc1ccc(NC(=O)c2ccc(S(=O)(=O)N3CCCCCC3)cc2)cc1	-23%
10%	-7	CCCN1CCN(C(=O)c2ccc(CS(=O)c3ccc(Br)cc3)o2)CC1 (stereo unspecified)	-26%
-8%	4	CC(C)c1cc(C(=O)NC2CCCCCC2)c2ccccc2n1	3%
10%	-3	COc1ccccc1C(=O)N/C(=C\c1cn(S(=O)(=O)N(C)C)c2ccccc12)C(=O)N1CCN(C)CC1	-23%
19%	9	CC1=C(C(=O)N2CCOCC2)CC(CC(=O)NCc2cccc3ccccc23)C(=O)N1CCCN1CCCC1=O (stereo unspecified)	0%
5%	5	COC(=O)c1ccc(CNC(=O)c2cc(S(=O)(=O)NCc3ccccc3)ccc2C)cc1	-1%
-5%	4	O=C(O)c1ccc2c(c1)S(=O)(=O)c1cc(N3CCN(c4ncccn4)CC3)ccc1C2=O	-3%
1%	-4	Cc1cc2c(c(C#N)c1C)NC=NC2C (stereo unspecified)	u
6%	-3	C[C@@H]1CN([C@@H](C)CO)C(=O)CCCn2nncc2CO[C@@H]1CN(C)C(=O)Nc1ccc(-c2cccs2)cc1	-7%
-3%	2	CCCC1NC(=O)c2cccnc2-n2c1nc1ccc(OC)cc1c2=O (stereo unspecified)	-15%
0%	1	CC(C)(C)Cc1c(-c2ccc(Cl)cc2)nc2ccc(Cl)cn12	-6%
-1%	-5	COc1ccc(CCN2CC(C(=O)N(C)Cc3ccccn3)CCC2=O)cc1 (stereo unspecified)	-22%
9%	1	COc1ccccc1C#CC1=CC(=O)C[C@H](c2ccc(F)cc2)C1	-23%
-9%	-1	CCN(CC)S(=O)(=O)c1ccc(N2CCOCC2)c(NS(=O)(=O)c2ccc(Cl)s2)c1	-12%
11%	3	Cc1ccccc1OCCC(=O)Nc1ccc(S(=O)(=O)N2CCCC2)cc1	-21%
-2%	-5	COc1ccc(-c2cnc3c(c2)C(=O)N([C@H](C)CO)C[C@H](C)[C@H](CN(C)C(=O)Cc2cccnc2)O3)cc1	-23%
18%	-4	COc1ccccc1NC(=O)N(C)C[C@@H]1Oc2ncc(Br)cc2C(=O)N([C@H](C)CO)C[C@@H]1C	-21%
2%	1	CCCC1NC(=O)c2cccnc2-n2c1nc1cc(F)c(F)cc1c2=O (stereo unspecified)	-5%
2%	1	O=C(/C=C/c1ccc2c(c1)OCO2)NCCS(=O)(=O)N1CCN(c2ccccc2)CC1	2%
13%	-4	CN(c1ccccc1)S(=O)(=O)c1ccc(C(=O)NCc2cccnc2)cc1	-16%
8%	2	COc1cc2ccc(CC(N)=O)cc2cc1OC	-11%
-2%	0	O=C(NCCS(=O)(=O)N1CCN(c2ccccc2)CC1)C1CCCCC1	-4%
3%	-3	CCN(CC)c1ccc(/C=N/NC(=O)c2nnn(-c3nonc3N)c2CN(C)C2CCCCC2)cc1	0%
0%	-1	C[C@@H]1CN([C@@H](C)CO)C(=O)c2c(c3ccccc3n2C)-c2ccccc2CO[C@H]1CN(C)C(=O)[C@H](Cc1ccccc1)N(C)C	-22%
-14%	2	COc1ccc2oc(C(=O)OCC(=O)Nc3ccc(C)c(S(=O)(=O)N4CCOCC4)c3)c(C)c2c1	u
4%	-5	O=C1NC(Cc2ccc(O)cc2)c2nc3ccccc3c(=O)n2-c2ncccc21 (stereo unspecified)	u
1%	2	Cc1ccc(NC(=O)CSc2nc3cc(C(=O)NCC4CCCO4)ccc3c(=O)n2CC2CCCO2)cc1 (stereo unspecified)	-26%
0%	-4	C[C@@H]1CN([C@H](C)CO)C(=O)CCCn2nncc2CO[C@@H]1CN(C)C(=O)Nc1ccc(N2CCCCC2)cc1	-28%
-8%	5	Cc1cc(SCC(=O)N2c3ccccc3NC(=O)CC2C)nc2ccccc12 (stereo unspecified)	-17%
10%	-2	Cc1ccccc1C(=O)NCC(=O)OCC(=O)NNC(=O)c1ccccc1F	-23%
-3%	0	COCCN(C(=O)COC(=O)c1ccc2ccccc2c1)c1c(N)n(Cc2ccccc2)c(=O)[nH]c1=O	-21%
19%	0	C[C@@H]1CN([C@@H](C)CO)S(=O)(=O)c2ccc(Br)cc2O[C@@H]1CN(C)Cc1ccccn1	-17%

The list goes on.
mIDH1 inhibitor	PI4K2A inh	SMILES	USP1-UAF1 inh
10%	-2	Cc1ccc2nc(-c3ccc(Br)cc3)cc(C(=O)NCC3CCCO3)c2c1 (stereo unspecified)	-25%
10%	4	C[C@@H]1CN([C@H](C)CO)C(=O)CCCn2cc(nn2)CO[C@H]1CN(C)C(=O)C1CC1	u
3%	2	CCN1CCN(c2nc3c(c(=O)[nH]c(=O)n3C)n2Cc2cccc(C)c2)CC1	-16%
-2%	3	O=C1[C@H]2[C@@H](c3ccc(C(F)(F)F)cc3)N[C@]3(CCCN(Cc4ccccc4)C3=O)[C@H]2C(=O)N1Cc1ccccc1	-13%
1%	-1	CCc1ccc(C(=O)OCC(=O)Nc2c(C)n(C)n(-c3ccccc3)c2=O)cc1	0%
11%	-6	COc1cc(NCCCn2cnc3c(OC)ncnc32)cc(OC)c1OC	-24%
-6%	3	COc1ccc([C@H]2C[C@H](O)[C@@H](n3cc(COC(=O)c4ccccc4)nn3)CN2C(=O)C2CCCCC2)cc1	u
2%	-5	CCN(CC)CCn1c(=S)[nH]c2cc(C(=O)NCc3ccccc3)ccc2c1=O	-3%

2 of these compounds, reformatted:
Molecule | mIDH1 inhibitor | PI4K2A inh | USP1-UAF1 inh
CCc1ccc(C(=O)OCC(=O)Nc2c(C)n(C)n(-c3ccccc3)c2=O)cc1 | 1% | -1 | 0%
COc1cc(NCCCn2cnc3c(OC)ncnc32)cc(OC)c1OC | 11% | -6 | -24%

Next records follow:
mIDH1 inhibitor	PI4K2A inh	SMILES	USP1-UAF1 inh
-5%	-1	C[C@@H]1CN([C@@H](C)CO)C(=O)CCCn2nncc2CO[C@@H]1CN(C)S(=O)(=O)c1ccc(-n2cccn2)cc1	-11%
-1%	-5	Cc1noc(C)c1S(=O)(=O)Nc1ccc2c(c1)C(=O)N([C@H](C)CO)C[C@H](C)[C@@H](CN(C)C(=O)CCCN(C)C)OCCCC[C@@H](C)O2	-5%
-4%	2	COc1cc(NC(=O)C(C)(C)C)c(C(=O)OCC(=O)Nc2cc(C)on2)cc1OC	-1%
-1%	-4	CC(C)(C)Cc1c(-c2ccccc2)nc2ccc(Br)cn12	-22%
-8%	u	C#CCOc1ccc(/C=C2/C(=O)N(c3ccc(S(N)(=O)=O)cc3)N=C2C)cc1OC	-15%
14%	2	COc1c(F)cccc1C1=CC(=O)C[C@H](c2ccc(F)cc2)C1	u
8%	-5	COc1ccc(-c2cc3nc(-c4ccccc4)cc(N4CCN(C(C)=O)CC4)n3n2)cc1	-18%
-1%	-14	COc1ccc2nc(-c3ccccn3)ccc2c1	-14%
0%	3	COc1ccc(NC(=O)C[C@H]2C(=O)N(c3ccccc3)C[C@@H]2C)cc1	-20%
3%	0	CCOc1ccc(S(=O)(=O)N2CCOCC2)cc1NC(=O)CN1C(=O)NC(C)(C2CC2)C1=O (stereo unspecified)	-25%
14%	9	O=C(NC1CCCCC1)c1ccc2ccccc2c1	-10%
-5%	3	COc1ccccc1C(=O)NNC(=O)c1cc2ccccc2cc1O	-19%
-7%	-15	CCCNC(=O)N(C)C[C@@H]1Oc2cc(Br)ccc2S(=O)(=O)N([C@@H](C)CO)C[C@H]1C	7%
13%	1	CCN(CC)C(=O)C1=C(C)N(Cc2ccc(C(C)(C)C)cc2)C(=O)C(CC(=O)NCc2cccc3ccccc23)C1 (stereo unspecified)	-23%
-5%	6	Cc1cc(-c2ccc(S(=O)(=O)NCc3ccc(Cl)cc3)cc2)on1	-17%
-3%	3	CCN(CC)C(=O)C1=C(C)N(Cc2ccccc2)C(=O)C(CC(=O)NCC2CCCCC2)C1 (stereo unspecified)	-10%
-2%	-5	C[C@H]1CN([C@@H](C)CO)C(=O)CCCn2nncc2CO[C@@H]1CN(C)C(=O)Nc1ccnc(N2CCOCC2)c1	-18%
-2%	7	Nc1ccn([C@@H]2O[C@H](CNCc3ccc(N4CCNCC4)cc3)[C@@H](O)[C@H]2O)c(=O)n1	-15%
13%	1	O=C(COc1ccc(Br)cc1)N(Cc1nnc(-c2ccccc2Cl)o1)C1CC1	-16%
7%	0	CC(=O)c1ccc(Nc2nc(-c3sc(C)nc3C)cs2)cc1	-5%
-3%	-12	Cc1ccc(C2NC(=S)N3C(c4ccc(C)cc4)NC(=S)N23)cc1 (stereo unspecified)	-11%
-4%	-3	COC(=O)[C@H]1C[C@@]2(O)CN(S(=O)(=O)c3ccc(C)cc3)C[C@@]2(OC(=O)NC2CCCC2)C[C@H]1C(=O)OC	-12%
-14%	-27	N=c1ncn(C2OC(CO)C(O)C2O)c2nc(Br)[nH]c12 (stereo unspecified)	-19%
1%	-3	C[C@H](CO)N1C[C@H](C)[C@@H](CN(C)C(=O)c2cc(-c3ccccc3)on2)OCc2cn(nn2)CCCC1=O	-11%

The list is partial; the hit share may differ from the screen's.
